Screening results deposited in PubChem BioAssay by National Center for Advancing Translational Sciences (NCATS).
ATXN viability: viability counter-screen for ATXN expression inhibitors | S2 cells (HEK-293 line with an ATXN2-luciferase reporter) viability, CellTiter-Fluor protease fluorescence, 24 h | Potency, µM (highest dose often 56.7 µM), most hits filed as cytotoxic | hit rate 0.49% among 400,000 | AID 651635; further: potency means the concentration at half of the fitted maximal effect; nearly all actives have a fitted effect of over 40% in size
IL-1B inflam inh: blocks inflammasome-driven IL-1 beta release; AID 743279; activity change, % at 57.5 µM; hit rate 4.7% among 360,000; THP-1 LPS/ATP IL-1B secretion, AlphaLISA, 16 h; hits give low values; in the data active means activity change below about -50%; inconclusive means mostly about -30% to -49%; further: on the % scale 0 is the no-effect control and ±100 the full control effect
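THP-1 cells pretreated 1 hr with compounds (up to 57.5 uM final), then stimulated with LPS (250 ng/mL final) plus ATP (1.25 mM final); secreted IL-1B measured by AlphaLISA after 16 hr, decreased signal indicating inhibition.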
A549 tox: A549 cytotoxicity, counter-screen for Nrf2 inhibitors | AID 504648 | A549 ARE-Fluc cells, CellTiter-Fluor viability, 18-24 h | hit rate 0.16% among 390,000 | Potency, µM (series often up to 46 µM), without a hit: top-dose activity change, negative = cytotoxicity, usual class: inhibitors; further: potency means the concentration at half of the fitted maximal effect; on the % scale 0 is the no-effect control and ±100 the full control effect
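Cytotoxicity counterscreen: CellTiter-Fluor fluorescence was measured in A549 ARE_Fluc cells after 18-24 h of compound exposure in a concentration series. The subsequent BugLite luminescent read reports ARE-luciferase activity.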
HepG2 viability: counter-screen for TGF-b inhibitors: cytotoxicity in HepG2 cells | hit rate 0.76% among 410,000 | HepG2 CAGA-GFP viability, ATP luminescence, 18 h | Potency, µM (doses to about 46.1 µM), for the others: at the highest dose activity change, negative = cytotoxicity, usual class: cytotoxic; further: potency means the concentration at half of the fitted maximal effect; some results filed as inactive show a strong effect at the top dose
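CellTiter-Glo luminescence gave cytotoxicity after 18 hours at 37 degrees C. The cells were HepG2 CAGA-GFP in 1% FBS DMEM, stimulated with 500 pg/mL TGF-beta after compound addition. %Activity was normalised to no-cell wells (complete cell-killing) and DMSO (no toxicity), and curves were fitted and classified.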
Nrf2 ARE act: activates Nrf2 signaling; AID 624171; AREc32 ARE-luciferase reporter (MCF7-derived line), luminescence, 24 h; Potency, µM (series often up to 46.1 µM), for inactives: top-dose activation, hits mostly activators; hit rate 0.31% among 410,000; further: potency means the concentration at half of the fitted maximal effect; % of control where 0% means no effect; nearly all actives have a fitted effect of over 65% in size
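Luciferase luminescence (Steady-Glo, 30 min at room temperature) served as the read-out of ARE activation in AREc32 cells treated with compounds for 24 hr at 37 deg C.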
TGFb SMAD3 inh: TGF-b pathway inhibition. HepG2 CAGA-GFP TGF-b/SMAD3 reporter, GFP fluorescence, 18 h; TGF-beta stimulated, 500 pg/mL final. Potency, µM (doses to about 46.1 µM), for the others: at the top dose activity, negative = inhibition, hits mostly inhibitors. hit rate 1.2% among 410,000. AID 588855; further: potency means the concentration at half of the fitted maximal effect; on the % scale 0 is the no-effect control and ±100 the full control effect; nearly all actives have a fitted effect of over 65% in size
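Inhibition of TGF-beta-driven CAGA-GFP reporter expression in HEPG2 cells is measured by cellular GFP fluorescence after 18 h stimulation with 500 pg/mL recombinant TGF-beta in 1% FBS medium at 37 degrees C.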
Nrf2 block: inhibitors of Nrf2 signaling; A549 ARE-Fluc reporter, luciferase luminescence, 18-24 h; hit rate 2.1% among 360,000; Potency, µM (doses to about 46 µM), inactives show at the top dose activity change, negative = inhibition, most hits filed as inhibitors; AID 504444; further: potency means the concentration at half of the fitted maximal effect; on the % scale 0 is the no-effect control and ±100 the full control effect; nearly all actives have a fitted effect of over 60% in size
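Quantitative HTS in A549 cells stably bearing an antioxidant response element-firefly luciferase construct. Inhibition of Nrf2-driven transcription was scored by luminescence after 18-24 h of compound exposure at 37 °C.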
ATXN2 expr inh: reduces ATXN2 reporter expression in HEK-293 cells | AID 1745845 | Potency, µM (doses to about 57 µM), without a hit: at the highest dose activity change, negative = inhibition, most hits filed as inhibitors | hit rate 0.72% among 360,000 | HEK-293 ATXN2-luciferase reporter, luminescence, 24 h; further: potency means the concentration at half of the fitted maximal effect; on the % scale 0 is the no-effect control and ±100 the full control effect; nearly all actives have a fitted effect of over 55% in size
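ATXN2-luciferase reporter cells (luciferase flanked by upstream and downstream ATXN2 gene portions) were treated 24 h at 37 °C with compounds at up to 57 uM. SteadyGlo luminescence gave expression; GF-AFC fluorescence gave viability.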
MCF10A rerep: induces DNA re-replication in MCF 10a normal breast cells; Potency, µM (titrated, usually from 46.1 µM), without a hit: at the highest dose activity, positive = re-replication, hits mostly activators; AID 624296; MCF 10A DNA re-replication, Hoechst nuclear intensity, 48 h; hit rate 2.9% among 350,000; further: potency means the concentration at half of the fitted maximal effect; % of control where 0% means no effect; nearly all actives have a fitted effect of over 50% in size
* hit, by the source's call; i = inactive; ? = inconclusive; / = not tested or not shown; & = joins results of further samples; [ ] = another dose, or the depositor's remark. Unless noted, the call rests on the fitted dose curve; in most records, active means well fitted curve in the direction sought with a large enough effect; inconclusive means small, poorly fitted or top-dose-only effect, or another doubt; inactive means no such curve, though single readings can be large; an effect the other way counts as inactive or inconclusive.

mol,ATXN viability,IL-1B inflam inh,A549 tox,HepG2 viability,Nrf2 ARE act,TGFb SMAD3 inh,Nrf2 block,ATXN2 expr inh,MCF10A rerep
COc1cc(/C(C)=N/NC(=O)CSc2nnc(C)s2)ccc1O,i,20,0%,-35%,2.4%,5%,5%,8%,-3%
CCc1ccccc1Nc1nc2ccccc2n1C,i,-20,-1%,-41%,-1.1%,-14%,?,-6%,-22%
O=C(CN(C1CCCCC1)S(=O)(=O)c1ccc(F)cc1)NC1CC1,i,-3,-8%,-5%,-0.2%,11%,9%,13%,-8%
COc1ccc(C(=O)c2cn[nH]c2-c2cc(C)ccc2O)cc1,i,6,-3%,-3%,0.0%,-15%,4%,-4%,0%
CC1(C)CC(CC(=O)O)C(=O)O1 (stereo unspecified),i,-17,2%,-1%,-0.9%,17%,3%,0%,?
NC(=O)CS(=O)(=O)c1nc2ccccc2n1Cc1ccccc1F,i,-1,-15%,-16%,5.5%,-2%,-23%,-9%,2%
CCOC(=O)c1c(NC(=O)CSc2cn(CCNC(=O)c3ccc(OCC)cc3)c3ccccc23)sc2c1CCCC2,?,/,-5%,7%,0.2%,3%,?,4%,/
N=c1c(C(=O)NC2CCCC2)cc2c(=O)n3ccccc3nc2n1Cc1ccccc1,/,0,-1%,-14%,-0.5%,17%,-7%,/,?
COc1cc(C(C(=O)NC2CCCCC2)N(C(=O)c2cnccn2)c2ccccc2)cc(OC)c1OC (stereo unspecified),i,-2,5%,0%,0.1%,4%,-27%,-18%,9%
Cc1ccc(C(=O)CCC(=O)OCC(=O)Nc2nnc(-c3ccccc3)o2)cc1,i,9,3%,4%,-0.3%,9%,?,-7%,6%

Some of these compounds in order of molar mass, ascending.
mol,ATXN viability,IL-1B inflam inh,A549 tox,HepG2 viability,Nrf2 ARE act,TGFb SMAD3 inh,Nrf2 block,ATXN2 expr inh,MCF10A rerep
O=C(CN(C1CCCCC1)S(=O)(=O)c1ccc(F)cc1)NC1CC1,i,-3,-8%,-5%,-0.2%,11%,9%,13%,-8%
Cc1ccc(C(=O)CCC(=O)OCC(=O)Nc2nnc(-c3ccccc3)o2)cc1,i,9,3%,4%,-0.3%,9%,?,-7%,6%
N=c1c(C(=O)NC2CCCC2)cc2c(=O)n3ccccc3nc2n1Cc1ccccc1,/,0,-1%,-14%,-0.5%,17%,-7%,/,?

(more compounds)
mol,ATXN viability,IL-1B inflam inh,A549 tox,HepG2 viability,Nrf2 ARE act,TGFb SMAD3 inh,Nrf2 block,ATXN2 expr inh,MCF10A rerep
COC(=O)c1cccc(NC(=O)CN2CCN(Cc3ccccc3)CC2)c1,i,-23,-3%,2%,2.0%,19%,4%,15%,-7%
Clc1cccc(CNc2ncnc3c2nc2n3CCCC2)c1,/,/,20%,-20%,0.1%,-24%,-28%,/,/
O=C(NS(=O)(=O)c1ccccc1[N+](=O)[O-])c1ccccc1,i,7,-1%,11%,-0.9%,-2%,12%,14%,-35%[inhibitor]
Cc1sc2nc(C3CC3)nc(NCCNS(C)(=O)=O)c2c1C,i,-6,-7%,-3%,-0.4%,-2%,-20%,-9%,-2%
COc1ccc(O)c(CN2CCCC(N3CCN(c4ccccc4OC)CC3)C2)c1 (stereo unspecified),i,0,10%,-9%,0.0%,13%,-5%,-15%,12%
O=C(O)CSCC(=O)Nc1ccc(C2CCCCC2)cc1,i,0,-3%,-84%,-2.6%,-4%,5.2µM*,2.2µM*,16%
Cc1cc(=O)oc2cc(OCc3ccc(C(=O)OCC(=O)N(C)C4CCS(=O)(=O)C4)cc3)ccc12 (stereo unspecified),i,2,0%,3%,-2.0%,3%,-12%,21%,-5%
Nc1nc(NCCCN2CCOCC2)nc(NCc2ccccc2)c1[N+](=O)[O-],i,/,1%,-15%,3.2%,?,-18%,-31%,5%
C[C@H](NC(=O)c1nc[nH]c1C(=O)NCC(=O)OC(C)(C)C)c1ccccc1,i,16,0%,4%,-0.7%,15%,4%,0%,10%
C=CCNc1nc(C2(C)CC3(CC(C)OC3=O)C(=O)O2)cs1 (stereo unspecified),i,4,-4%,-2%,0.2%,-9%,20%,0%,1%
O=C(CCNC(=O)c1ccc(Cl)cc1)NN1C(=O)NC2(CCCCC2)C1=O,i,8,1%,6%,-0.8%,-5%,-1%,-1%,0%
O=C(Nc1ccc(OC(F)F)c(Cl)c1)c1ccccn1,i,-4,6%,-11%,11%,0%,?,/,1%
COc1cccc(CNC(=S)Nc2cc(C)cc(C)c2)c1,i,9,-2%,10%,0.2%,1%,0%,-4%,0%
COc1cc(Nc2c3c(nc4ccccc24)CCC3)cc(OC)c1OC,?,6,?,-29%,7.3%,?,?,9%,8.2µM*
CC(=O)Nc1cccc(C(=O)Nc2cccc(S(=O)(=O)NCc3ccco3)c2)c1,i,6,-8%,-24%,2.5%,2%,3%,-12%,1%
CC(=O)c1cccc(Nc2cc(C)nc3nc(-c4ccccc4C)nn23)c1,i,/,-1%,-15%,5.1%,-3%,-16%,-4%,/
Cc1cc(C)n2c(NCc3ccccc3)c(-c3cc4ccccc4o3)nc2n1,?,10,/,/,-1.4%,/,/,0%,/
O=C(CSc1nnc(-c2ccccc2)o1)c1nnc(-c2ccccc2)o1,i,-1,-4%,-38%,0.2%,?,7%,-17%,10%
OC(COc1c(F)cc(Br)cc1F)CN1CCc2ccccc2C1 (stereo unspecified),i,-7,?,-32%,6.5%,-25%,1%,/,13%
COC(=O)C1=CN(C(C)c2ccccc2)C=C(C(=O)OC)C1c1cc(OC)c(OC)c(OC)c1 (stereo unspecified),i,-16,12%,-17%,6.7%,5%,?,-15%,?
Cc1cccc(-c2cnc(C(O)c3ccc(Cl)cc3C)[nH]2)c1 (stereo unspecified),i,-8,/,-28%,-0.6%,-28%,/,-8%,/
CN(C)CCCN(Cc1ccccc1)C(=S)NCc1ccccc1,i,-21,2%,-9%,0.8%,12%,0%,/,-1%
CN(C)c1ccc(O)c2c1CC1CC3C(N(C)C)C(=O)C(C(N)=O)=C(O)[C@@]3(O)C(=O)C1=C2O (stereo partly specified),i,-4,-20%,0%,0.9%,3%,?,4%,2%
O=C1C(Cl)=C(N2CCOCC2)C(=O)N1c1ccc(Br)cc1,i,-10,-1%,-16%,?,-1%,2%,/,16%
CC(C)CC1C(=O)N(Cc2cn(Cc3ccco3)nn2)CCS(=O)(=O)N1Cc1ccc(-c2ccc(F)cc2)cc1 (stereo unspecified),?,-72*,/,-37%,-4.4%,?,/,?,/
CCOC(=O)c1nc2cc3n(c(C)c-2c1C)C(C)C(CC)=C3C (stereo unspecified),i,-73*,9%,10%,0.3%,34%,-21%,-17%,-2%
COc1ccc(CNC(=O)C2CCCN2C)cc1OC (stereo unspecified),i,6,-1%,15%,-0.5%,3%,7%,3%,-5%
CCOC(=O)CSc1nnc(NC(=O)c2cccc([N+](=O)[O-])c2C)s1,i,32,-3%,6%,0.3%,7%,6%,1%,6%
O=C(COc1ccccc1Cl)Nc1ccc2c(c1)C(=O)NC2=O,i,-27,11%,-3%,-0.2%,1%,0%,19%,5%
Cc1c(CC(=O)O)c(=O)oc2cc(OCc3ccc(Cl)cc3)ccc12,i,21,-8%,-24%,0.7%,-3%,16%,14%,0%
COc1cc(C2N(c3ccccn3)C(=O)C3CCCN32)cc(OC)c1OC (stereo unspecified),i,27,3%,2%,-0.4%,-12%,9%,5%,1%
COc1ccc(CNC(=O)COc2ccc(S(=O)(=O)N3CCCCC3)cc2Cl)cc1,i,2,-5%,-41%,-0.3%,?,?,-20%,?
CN(C(=O)CSc1nc(-c2ccccc2)cn1N)C(c1ccccc1)c1ccccc1,i,?,-12%,-50%,4.2%,?,?,-13%,19%
O=C(CCc1ccccc1)NNC(=O)c1ccc(Br)cc1,i,29,3%,0%,-0.7%,-2%,3%,13%,1%
COc1ccc([C@H]2CC(=O)C=C(c3cccc(CO)c3)C2)cc1,i,-8,-3%,-21%,3.7%,-30%,5%,5%,3%
CCN(CC)c1ccc(C(=O)N2CCN(Cc3ccccc3)CC2)cc1,i,-18,4%,-26%,-0.9%,-30%,-3%,/,-6%
N#Cc1ccccc1Oc1ccc(S(=O)(=O)N2CCCCC2)cn1,i,12,-2%,-4%,-1.0%,-5%,24%,21%,7%
Cc1cccc(-c2nc(CN3CCCC(C(=O)NCCc4ccc(Cl)cc4)C3)c(C)o2)c1 (stereo unspecified),?,/,-18%,-21%,0.0%,-23%,-28%,?,/
Nc1ccc(S(=O)(=O)NCC(=O)OC2CCOC2=O)cc1[N+](=O)[O-] (stereo unspecified),i,4,0%,6%,0.4%,?,5%,-15%,-7%
Cc1nn(CC(=O)Nc2ccc3c(c2)nc2n3CCN(C3CCCCC3)C2)c(=O)c2ccccc12,i,22,-3%,7%,2.5%,15%,?,5%,-1%
COc1ccc2c(c1OC)C(=O)N(c1ccccn1)C2,?,7,-5%,-16%,5.8%,-6%,?,15%,-3%
OC(c1ccc(Cl)c(F)c1)c1ncc(-c2cccc3ccccc23)[nH]1 (stereo unspecified),i,-60*,/,-6%,-0.8%,?,/,?,/
CCOC(=O)c1cnc2ccc(C(=O)OC)cc2c1Nc1ccc(N2CCOCC2)cc1,i,/,-23%,-33%,-0.2%,8%,-16%,-10%,/
CN1C(C)(C)CC(O)(C(=O)O)CC1(C)C,i,18,/,-1%,0.2%,10%,/,-6%,/
C[C@@H](NC(=O)C1(c2ccccc2)CCN(C(=O)OC(C)(C)C)CC1)C(=O)N[C@@H](C(=O)O)c1ccccc1,i,-18,0%,-4%,-0.5%,6%,3%,1%,27%
COCc1cc(C)nc(SCC(=O)Nc2ccc3c(c2)n(C)c(=O)n3C)c1C#N,i,10,3%,-42%,-0.4%,-40%,-13%,9%,5%
NCCCCNCCCN,i,14,3%,4%,1.2%,3%,4%,6%&11%,0%
